# MrgX1 antag = antagonists of human MrgX1 receptor | Q96LB2 | MRGX1-HEK293 calcium flux, Fluo-4, BAM8-22 antagonism; stronger effect = lower value | B-score at 10 µM | actives 1.3% (n = 310,000) | AID 588676;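 active = calcium-response B-score plate-corrected more than 3 library SD below zero, starting fluorescence within 5 deviations, no agonist response on first addition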;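 also: peak minus trough fluorescence over baseline after final BAM8-22 challenge near maximal dose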
# Target sequence (Q96LB2 whole entry, looked up): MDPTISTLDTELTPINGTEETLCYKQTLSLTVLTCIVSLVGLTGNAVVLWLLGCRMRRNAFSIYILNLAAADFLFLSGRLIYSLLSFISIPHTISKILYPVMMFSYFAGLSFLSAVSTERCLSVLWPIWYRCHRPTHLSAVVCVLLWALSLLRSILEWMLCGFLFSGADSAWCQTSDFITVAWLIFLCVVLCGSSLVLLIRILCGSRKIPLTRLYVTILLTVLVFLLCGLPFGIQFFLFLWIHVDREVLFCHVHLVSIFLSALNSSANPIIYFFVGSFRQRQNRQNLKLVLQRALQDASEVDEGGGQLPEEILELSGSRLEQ
# SKKanGAS inh = SKKanGAS growth inhibition; S. pyogenes SKKanGAS, kanamycin growth, BacTiter-Glo, 6 h; inhibition, % at 7.5 µM; actives 1.3% (n = 300,000); AID 1662;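 active = mean replicate score, as percent of positive control median, at least 50; inconclusive = mean below 50 but one replicate at or above 50; inactive = mean and every replicate below 50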;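 also: strain carries kanamycin resistance gene driven by streptokinase promoter and grows in 40 µg/ml kanamycin; loss of luminescence reflects streptokinase promoter inhibition or plain growth inhibition; 0% = median of DMSO wells and 100% = positive control at its reference dose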
# RGS4 inh = human RGS4 inhibition. P49798. HEK293 M3R/RGS4 inducible, Fluo-4 calcium flux; stronger effect = higher value; triggered by carbachol at its EC20. B-score at 10 µM. actives 0.45% (n = 310,000). AID 463165;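 active = B-score, a plate-corrected calcium signal, over three deviations above library mean, with baseline fluorescence within five deviations of library mean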;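 also: RGS4 expression induced by doxycycline in cells with stable M3 receptor; B-score is computed from the integrated fluorescence ratio over baseline after carbachol; higher B-score means a larger calcium signal and so more RGS4 inhibition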
# Target sequence (P49798 whole entry, looked up): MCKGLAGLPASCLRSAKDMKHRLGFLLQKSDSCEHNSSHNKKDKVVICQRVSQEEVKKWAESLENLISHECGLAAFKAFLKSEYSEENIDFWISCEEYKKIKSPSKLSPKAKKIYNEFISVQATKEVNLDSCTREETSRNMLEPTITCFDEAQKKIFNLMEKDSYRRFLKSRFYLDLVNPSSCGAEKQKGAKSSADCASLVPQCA
# TRPC6 act = activates the mouse TRPC6 cation channel; Q61143; HEK293-TRPC6 membrane potential dye fluorescence; stronger effect = higher value; B-score at 10 µM; actives 0.13% (n = 310,000);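 active = B-score of the integrated fluorescence ratio above library mean plus 3 SD, and starting fluorescence ratio within library mean plus 5 SD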;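 also: higher score means more depolarization so channel activation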
# MrgX1 PAM = allosterically activates human MrgX1 receptor signaling; Q96LB2; MrgX1-HEK293, Fluo-4 calcium flux, FDSS; stronger effect = higher value; B-score at 10 µM; actives 0.63% (n = 310,000); AID 588675;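 active = plate-corrected calcium response at least 3 library SD above typical, normal starting fluorescence, not activating the receptor alone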;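 also: compound read alongside a low EC10 to EC30 dose of BAM8-22 agonist; peak minus trough fluorescence over baseline measured at the second addition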
# MrgX1 ag = human MrgX1 receptor agonism, primary screen. Q96LB2. MrgX1-HEK293 cells, Fluo-4 calcium fluorescence, agonist mode; stronger effect = higher value. B-score at 10 µM. actives 0.44% (n = 310,000). AID 588627;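 active = calcium response B-score plate-corrected fluorescence ratio at least 3 library SD, with starting fluorescence B-score inside 5 SD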
#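 System: HEK293 cells stably expressing human MrgX1 receptor; Dosing: test compound in the initial addition of three; Schedule: overnight plating, then 30 min 37 °C plus 30 min room-temperature dye loading; Detection: kinetic calcium dye fluorescence, Fluo-4 NW; Controls: per-plate positive and negative controls for Z′ factor.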
# RGS4 pot = RGS4 potentiation or activation; HEK293 M3R/inducible RGS4, carbachol calcium flux Fluo4; stronger effect = lower value; B-score at 10 µM; actives 0.92% (n = 310,000);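 active = B-score of the integrated calcium signal more than 4 SD below the library mean, with starting fluorescence not abnormally high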;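 also: negative B-score means reduced calcium response which marks RGS4 activation or potentiation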
#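 Reagent: ECmax carbachol challenge; Test system: M3R-expressing HEK293 line, RGS4 induced by doxycycline; Schedule: overnight RGS4 induction, 30 min dye load 37 °C, 20 min compound RT; Detection: calcium dye Fluo4 fluorescence; Read-out: Agonist-evoked peak-minus-minimum fluorescence over baseline, integrated ratio, B score.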
# TRPC6 inh = inhibitors of mouse TRPC6 channel; Q61143; HEK293-TRPC6, membrane potential dye, ACh-evoked depolarization; stronger effect = lower value; actives 1.1% (n = 310,000); AID 2553; B-score at 10 µM;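 active = B-score under library mean minus 3 SD, initial fluorescence not abnormally high, positive integrated signal ratio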;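 also: B-score derived from integrated fluorescence ratio over the kinetic read; more negative B-score means stronger inhibition of depolarization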
# HDAC3 inh = blocks human histone deacetylase 3 | O15379 | recombinant HDAC3, fluorogenic peptide/trypsin coupled, fluorescence | actives 0.15% (n = 320,000) | inhibition, % at 8.3 µM; in the data active = inhibition above about 26%, passing the limit was not always enough; inconclusive = no clear call, values can overlap the other calls
# Target sequence (O15379 whole entry, looked up): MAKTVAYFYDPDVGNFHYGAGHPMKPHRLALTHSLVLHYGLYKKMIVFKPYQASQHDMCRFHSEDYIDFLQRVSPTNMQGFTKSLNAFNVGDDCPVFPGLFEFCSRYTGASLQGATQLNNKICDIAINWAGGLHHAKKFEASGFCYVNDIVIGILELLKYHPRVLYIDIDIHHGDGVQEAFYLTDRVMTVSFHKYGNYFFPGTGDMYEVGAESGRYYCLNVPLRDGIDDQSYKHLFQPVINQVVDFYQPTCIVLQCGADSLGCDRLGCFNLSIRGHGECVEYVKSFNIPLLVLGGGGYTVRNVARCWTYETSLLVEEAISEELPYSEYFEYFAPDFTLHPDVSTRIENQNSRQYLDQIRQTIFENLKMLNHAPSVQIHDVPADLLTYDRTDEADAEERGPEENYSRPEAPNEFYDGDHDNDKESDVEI
# TMEM16A act = activators or potentiators of mouse TMEM16A chloride channel; B-score at 10 µM; HEK293 TMEM16A/YFP-H148Q/I152L, iodide quench fluorescence; stronger effect = lower value; AID 623877; actives 0.3% (n = 340,000);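 active = fluorescence-ratio B-score plate-corrected deviation score at least 3 library SD below zero, with starting fluorescence score within 5 deviations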;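 also: channel opened by trigger with iodide after compound preincubation; score built on the fluorescence ratio of max minus min over baseline; more negative score means more quench and so TMEM16A activation or potentiation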
# TMEM16A inh = mouse TMEM16A channel inhibition, primary screen; actives 1.2% (n = 310,000); AID 588511; Q8BHY3; HEK293 TMEM16A/YFP iodide influx fluorescence, ionomycin; normalized B-score (activity score, 25-100; higher = stronger inhibition) at 10 µM;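 active = ratio plate-corrected score three or more library SD toward inhibition, starting fluorescence score within five deviations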;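 also: score derived from kinetic fluorescence span divided by baseline fluorescence per well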
# Numbers without * were called inactive; i = inactive; ? = inconclusive; nt = no result given. Hits appear at their usual frequency (roughly 6.7% active in at least one column).
SMILES,MrgX1 antag,SKKanGAS inh,RGS4 inh,TRPC6 act,MrgX1 PAM,MrgX1 ag,RGS4 pot,TRPC6 inh,HDAC3 inh,TMEM16A act,TMEM16A inh
Cc1ccccc1OCC(=O)NN1Cc2ccccc2C1=N,i,4.6,i,i,i,i,i,i,0.9,i,i
COC(=O)C1=C(C)NC2=C(C(=O)C(C(=O)OC)C(c3ccc(OC)cc3)C2)C1c1ccccn1 (stereo not drawn),i,-0.5,i,i,i,i,i,i,-12.0,i,i
Cc1ccccc1NS(=O)(=O)c1cc(C(=O)Nc2ccccc2-c2ccccc2)ccc1Cl,i,20.8,i,i,i,i,i,i,-2.5,i,i
COC(=O)c1ccccc1NC(=O)COc1ccccc1,i,-11.9,i,i,i,i,i,i,-7.0,i,i
COc1ccc([C@@H]2CC=C(C(=O)O)CN2S(=O)(=O)c2ccc(Cl)cc2)cc1,i,nt,nt,nt,7.96*,i,nt,nt,10.5,i,i
Cc1csc(NC(=O)C(C)N2C(=O)c3ccccc3S2(=O)=O)n1 (stereo not drawn),i,-0.9,i,i,i,i,i,i,6.4,i,i
Cc1cc(NS(=O)(=O)c2ccccc2)c(C)c(Cl)c1O,i,-4.1,i,i,i,i,i,i,0.1,i,i
COc1ccc(C2CC(c3ccc4ccccc4c3OC(C)=O)=NN2C(C)=O)cc1 (stereo not drawn),i,34.4,i,i,i,i,i,i,2.4,i,i
CCC(C)(C)n1nnnc1C(c1cc2ccc(OC)cc2[nH]c1=O)N1CCc2ccccc21 (stereo not drawn),i,7.3,i,i,i,i,i,i,12.0,i,i
Nc1cc(=O)[nH]c(=O)n1CCc1ccccc1,i,0.2,i,i,i,i,i,i,-2.5,i,i
CCOC(=O)c1ccc(N2Cc3ccccc3C2)cc1O,i,2.0,i,i,i,i,i,i,-2.6,i,i
CCOC(=O)N1CCN(C(=O)c2ccc3c(=O)n4c(nc3c2)CCCCC4)CC1,i,3.9,i,i,i,i,i,i,10.2,nt,i
Cc1ccc(-c2cc(C(F)F)n3ncc(C(=O)Nc4c(C)nn(Cc5ccccc5Cl)c4C)c3n2)cc1,i,45.4,i,i,i,i,i,i,3.6,i,i
CC(NC(=O)c1cccc(N2CCCC2=O)c1)c1ccc2c(c1)OCCO2 (stereo not drawn),i,3.5,i,i,i,i,i,i,5.6,i,i
N#Cc1ccc(CSc2nnc(-c3ccncc3)o2)cc1,i,-0.9,i,i,i,i,i,i,-1.6,i,i
CCC(CC)c1nnc(NC(=O)C2CC(=O)N(C3CCCC3)C2)s1 (stereo not drawn),i,1.0,i,i,i,i,i,i,6.3,i,i
CCOC(=O)c1c(NC(=O)CS(=O)(=O)c2cn(CC)c3ccccc23)sc2c1CCCC2,i,9.4,i,i,i,i,i,i,15.6,i,i
NC(=NC1CCCCC1)NS(=O)(=O)c1ccccc1,i,7.4,i,i,i,i,i,i,-0.8,i,i
O=C(O)CCn1cc(/C=C/C(=O)c2ccc(Cl)cc2)c(-c2cccc(Br)c2)n1,i,63.3*,i,i,i,i,i,i,nt,i,i
CN1C(=O)CC(N2CCN(CC(N)=O)CC2)C1=O (stereo not drawn),-5.62*,0.2,i,i,i,i,i,i,2.1,i,i
COc1ccc(C(=O)Nc2nnc(Cc3ccc(OC)c(OC)c3)s2)cc1,i,-1.5,i,i,i,i,i,i,-8.8,i,i
COc1ccc(-c2cc(C)no2)cc1S(=O)(=O)NCCCN1CCN(c2ccccc2)CC1,i,1.0,i,i,i,i,i,i,-0.2,i,i
CCC(=O)Nc1ccc(N2CCN(C(=O)c3ccccc3C)CC2)cc1,i,-11.1,i,i,i,i,i,i,-1.7,i,i
Cc1nc(-c2ccc(NC(=O)Cc3ccccc3)cc2)cs1,i,-14.1,i,i,i,i,i,i,3.2,i,i
O=C(NCCCNC(=O)c1ccccn1)c1ccc(Cl)cc1,i,0.2,i,i,i,i,i,i,2.8,i,i
CCOc1ccc(-c2cc3cc(OC)c(OC)cc3c(C)n2)cc1,i,6.7,i,i,i,i,i,i,?,i,i
O=C(N/N=C1\SCC(=O)N1CCc1ccccc1)c1cccs1,i,-11.5,i,i,i,i,i,i,0.4,i,i
Cn1c(=O)c2c(ncn2CC(=O)OCC(=O)Nc2ccccc2Cl)n(C)c1=O,i,-0.4,i,i,i,i,i,i,1.8,i,i
COc1ccc(-c2noc(=O)n2Cc2cc(C)ccc2C)cc1,i,-8.5,i,i,i,i,i,i,3.4,i,i
O=C(NC1CCCC1)C(c1ccccc1)N(Cc1cccnc1)C(=O)Cc1cccs1 (stereo not drawn),i,-0.4,i,i,i,i,i,-6.12*,5.9,i,i
O=c1nc(C(F)(F)F)nc2ccccn12,i,2.2,i,i,i,i,i,i,-4.3,i,i
NC(=O)C1CCN(CC(O)CSc2ccc(F)cc2)CC1 (stereo not drawn),i,-0.2,i,i,i,i,i,i,-10.4,i,i
CC(=O)Nc1ccc(NC(=O)C(=O)NCC(c2ccco2)N2CCc3ccccc32)cc1 (stereo not drawn),i,-0.7,i,i,i,i,i,i,2.3,i,i
Clc1ccc(Oc2nc3c(Cl)cccc3s2)cc1Cl,i,19.1,i,i,i,i,i,i,-14.9,i,i
N#C/C(=C/Nc1ccccc1)c1ccsc1,i,0.0,i,i,i,i,i,i,-1.9,i,i
COc1ccc(C(=S)N2CCOCC2)cc1OC(=O)c1ccccc1Cl,i,3.3,i,i,i,i,i,i,-2.7,i,i
CCOC(=O)N/N=C/C(Cl)=C/c1ccccc1,i,-10.8,i,i,i,i,i,i,12.1,i,i
Cc1ccc(C)c(NS(=O)(=O)c2c(C)nn(C)c2C)c1,i,-1.3,i,i,i,i,i,i,3.9,i,i
CCOC(=O)c1cnc2c(-c3cccc(Br)c3)cnn2c1C,i,4.3,i,i,i,i,i,i,-5.4,i,i
COc1ccc(-n2c(C)cc(C(=O)CSc3nnc(-c4ccoc4C)n3C)c2C)cc1,i,-2.0,i,i,i,i,i,i,11.7,i,i
CCCNC(=O)COC(=O)c1ccccc1C(=O)N(C)C1CCCCC1,i,4.9,i,i,i,i,i,i,4.5,i,i
Cc1ccc([N+](=O)[O-])c2c1C(N1CCCC1)C(C)(C)O2 (stereo not drawn),i,5.7,i,i,i,i,i,i,3.7,i,i
Cn1nnnc1NCc1ccc(Cl)c(Cl)c1,i,3.2,i,i,i,i,i,i,1.7,i,i
O=C(NCc1ccccc1)C1CCCN(c2nc3ccsc3c(=O)s2)C1 (stereo not drawn),i,-2.1,i,i,i,i,i,i,9.7,i,i
COc1ccccc1C(=O)N/N=C(\C)c1cccnc1,i,-0.5,i,i,i,i,i,i,-2.5,i,i
Oc1ccccc1C1=NOC(O)(C(F)F)C1 (stereo not drawn),i,6.6,i,i,i,i,i,i,-7.5,i,i
CCS(=O)(=O)N1Cc2ccccc2CC1C(=O)Nc1ncc(C)s1 (stereo not drawn),i,-4.1,i,i,i,i,i,i,-2.6,i,i
CCCc1cc(=O)[nH]c(SCC(=O)c2ccc3c(c2)NC(=O)CO3)n1,i,16.9,i,i,i,i,i,i,3.9,i,i
O=C(NNC1=NCCCCC1)Nc1ccc(Cl)cc1,i,-2.0,i,i,i,i,i,i,0.5,i,i
COC(=O)N/N=C(/c1ccccc1)C1CCCCC1,i,-2.4,i,i,i,i,i,i,-0.7,nt,i
O=C(Cc1ccccc1[N+](=O)[O-])NCc1ccccc1Cl,i,-10.8,i,i,i,i,i,i,0.4,i,i
Fc1cccc(Cl)c1CSc1ccc(-c2ccco2)nn1,i,9.7,i,i,i,i,i,i,1.2,i,i
Cn1cnc(S(=O)(=O)Nc2ccc3c(c2)OCCO3)c1,i,-9.1,i,i,i,i,i,i,-2.2,i,i
Cc1ccc(C(=O)NCCN2CCOCC2)cc1S(=O)(=O)N1CCCCC1,i,0.0,i,i,i,i,i,i,9.4,i,i
Cc1ccc(NC(=O)C2CCN(S(=O)(=O)c3cccs3)CC2)cc1C,i,2.8,i,i,i,i,i,i,2.3,i,i
COC(=O)C(C)Sc1ccc2nnc(-c3cccc(F)c3)n2n1 (stereo not drawn),i,7.1,i,i,i,i,i,i,-2.4,i,i
O=C1CC2(CCOCC2)Oc2ccc3ccccc3c21,i,-6.7,i,i,i,i,i,i,2.5,i,i
O=c1[nH]c(CN2CCN(c3ccccn3)CC2)nc2c(Br)cc(Br)cc12,i,11.8,i,i,i,i,i,i,nt,i,i
CNC(=O)c1nc(C)n(-c2ccc([N+](=O)[O-])cc2)n1,i,-4.8,i,i,i,i,i,i,1.6,i,i
N#C/C(=C\c1ccc(Oc2ccc(C(F)(F)F)cc2[N+](=O)[O-])cc1)c1nc2ccccc2[nH]1,i,43.0,i,i,i,i,i,i,5.1,i,i
# Next part
SMILES,MrgX1 antag,SKKanGAS inh,RGS4 inh,TRPC6 act,MrgX1 PAM,MrgX1 ag,RGS4 pot,TRPC6 inh,HDAC3 inh,TMEM16A act,TMEM16A inh
Cc1cc(C)cc(-n2ncc3c2CCCC3NC(=O)CCN2CCCC2=O)c1 (stereo not drawn),i,12.1,i,i,i,i,i,i,-0.6,i,i
CCCOC(=O)c1ccc(Oc2cn[nH]c2-c2ccc(OCC)cc2O)cc1,i,77.7*,i,i,i,i,i,i,15.7,i,i
COc1cc2c(cc1OC)C(Nc1ccccc1)=NC(C)(C)C2,i,-1.6,i,i,i,i,i,i,nt,i,i
CN(CC(=O)Nc1ccc(C#N)cc1)CC(=O)Nc1ccc(N2CCOCC2)cc1,i,-11.7,i,i,i,i,i,i,nt,i,i
COc1ccc(CC(=O)O/N=C(\N)Cc2ccc(OC)c(OC)c2)cc1,i,13.8,i,i,i,i,i,i,2.5,i,i
Cc1cc(C)n(C(=O)c2ccc(NC(=O)C3CC3)cc2)n1,i,-1.4,i,i,i,i,i,i,4.8,i,i
Cc1ccc(C(=O)N(Cc2sccc2C)C2CCS(=O)(=O)C2)cc1 (stereo not drawn),i,2.2,i,i,i,i,i,i,-12.4,i,i
CCOc1ccc(-n2ccnc(SCC(=O)Nc3ccc(OC)cc3OC)c2=O)cc1,i,15.8,i,i,i,i,i,i,nt,i,i
COc1cccc(-c2nc(S(=O)(=O)c3ccccc3)c(N3CCOCC3)o2)c1,i,-0.4,i,i,i,i,i,i,6.3,i,i
CSc1cccc(NC(=O)/C=C/c2ccco2)c1,i,4.0,i,i,6.54*,i,i,i,4.3,i,i
COCCn1c(SCCN2CCOCC2)nc2c1c(=O)[nH]c(=O)n2C,i,-0.7,i,i,i,i,i,i,1.4,i,i

# Screening data as filed in PubChem BioAssay.
